Yeast lifespan up = extends the lifespan of yeast. inhibition of the nicotinamide effect, % at 10 µM. S. cerevisiae growth with nicotinamide, OD615; deaD strain in restrictive glucose medium. hit rate 0.68% among 130,000;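 active means inhibition above a set limit, placed 3 SD over the median of all compounds, cut at about 26% in these data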;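 further: 0% = nicotinamide-treated wells and 100% = cells grown without nicotinamide; some compounds called inactive have numbers as strong as hits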
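assay system = DeaD-strain S. cerevisiae | measured by = absorbance at 615 nm | probe or stimulus = nicotinamide 1.5 mM | buffer or medium = CSMM-D glucose medium, restrictive | times = 48 h at 30 °C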
HCT116 bCat-KO = beta-catenin-lacking colon tumor cell growth suppression; HCT116 beta-catenin knockout viability, CellTiter-Glo, 60 h; hits give low values; viability, % at 10 µM; hit rate 1.5% among 140,000; AID 818;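 active means viability at or under a set limit, the compound median less 4 SD, cut at about 6% in these data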;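 further: 0% = Hyamine 1622 control at 20 µM and 100% = untreated cell control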
E-sel TNF inh = TNF alpha driven E-selectin expression inhibition | HUVEC TNFa-induced E-selectin immunofluorescence, high content | inhibition, % at 2 µM | hit rate 0.71% among 120,000 | AID 1246;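 active means inhibition above the batch mean plus 3 SD, and confirmed as a hit on visual image review, cut at about 43% in these data; inconclusive means passes the inhibition cutoff but fails visual image review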;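 further: 0% = TNF-stimulated DMSO wells and 100% = unstimulated control wells; not every result past the cut was called active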
Phagocyt inh = inhibitors of macrophage phagocytosis. J774A.1 macrophage IgG-bead phagocytosis, imaging. inhibition, % at 5 µM. hit rate 0.07% among 110,000;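 active means inhibition above the mean of the plate negative controls plus 5 SD, cut at about 13% in these data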;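 further: phagocytic index as fraction of beads internalized from green versus red external bead signal; plate controls were DMSO negative control for no effect and cytochalasin-D positive control for full effect; some results beyond the cut were filed as inactive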
GALR2 blocker = blocks the human galanin receptor 2. hit rate 0.39% among 140,000. inhibition, % at 4 µM. O43603. GALR2-expressing cells, antagonist mode; in the data active means inhibition above about 27%;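 further: cells stimulated with galanin 1-16 at roughly its EC80; 0% = agonist challenge control and 100% = basal control without agonist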
Target sequence (O43603 whole entry, looked up): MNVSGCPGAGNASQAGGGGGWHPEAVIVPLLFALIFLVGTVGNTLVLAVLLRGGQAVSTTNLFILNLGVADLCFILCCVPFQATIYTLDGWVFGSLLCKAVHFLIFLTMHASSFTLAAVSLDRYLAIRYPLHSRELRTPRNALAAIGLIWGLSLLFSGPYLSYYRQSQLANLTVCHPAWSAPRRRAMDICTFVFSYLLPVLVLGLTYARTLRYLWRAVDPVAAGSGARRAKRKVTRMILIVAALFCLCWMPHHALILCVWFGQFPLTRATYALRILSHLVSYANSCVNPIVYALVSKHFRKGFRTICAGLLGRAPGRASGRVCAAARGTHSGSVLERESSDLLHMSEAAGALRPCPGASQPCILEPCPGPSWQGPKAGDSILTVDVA
MRP-1 activ = activates MRP-1. H69AR cells + doxorubicin, viability rescue, CellTiter-Glo. viability increase, % at 10 µM. hit rate 0.61% among 140,000. AID 799;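 active means viability gain under doxorubicin at or above a set limit, the compound median plus 3 SD, cut at about 4.7% in these data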;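 further: MRP-1 overexpressing cells given doxorubicin 25 µM after compound pretreatment; 18-22 h compound pretreatment then 72 h with doxorubicin before readout; 0% = doxorubicin-only wells and 100% = vehicle-treated cells without doxorubicin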
Measles CPE = protection of cells from measles virus. Measles virus-infected cells, CPE protection, absorbance. protection (pct of control), % at 4 µM. hit rate 1.5% among 140,000. AID 841; in the data active means protection mostly above about 24%, no sharp cut-off; inactive means mostly below about 26%; further: some compounds called inactive have numbers as strong as hits
BB579 growth dn = chemicals that inhibit yeast BB579 growth in restrictive medium (lifespan-shortening candidates) | S. cerevisiae BB579 growth, OD615, 48 h | inhibition, % at 10 µM | hit rate 0.51% among 140,000 | AID 804;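 active means inhibition above a set limit, 3 SD over the mean compound inhibition, cut at about 44% in these data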; further: inactives centre near -24
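Test system: S. cerevisiae DeaD strain BB579 yeast; Medium: restrictive CSMM-D medium; Compound: one dose, 10 µM compound with 0.25% DMSO; Incubation: 4 h cell preincubation, 48 h compound exposure, 30 °C humidified; Signal: OD at 615 nm; Benchmarks: amphotericin B at 10 µg/mL as positive control.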
PTEN del growth = growth suppressors of cells with PTEN tumor suppressor deletion; HCT116 PTEN-null viability, CellTiter-Glo, 60 h; hits give low values; viability, % at 10 µM; hit rate 1.2% among 140,000; AID 827;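 active means viability at or below a set limit, 4 SD under the median of all tested compounds, cut at about 3.7% in these data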;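 further: PTEN knockout HCT116 line with beta catenin targeted HCT116 as companion control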
NPY Y2 blocker = NPY-Y2 (human) receptor antagonism. P49146. NPY-Y2 expressing cells, antagonist mode. inhibition, % at 2.7 µM. hit rate 0.99% among 140,000; in the data active means inhibition above about 17%;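 further: 0% = vehicle with agonist challenge and 100% = reference antagonist with challenge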
Target sequence (P49146 whole entry, looked up): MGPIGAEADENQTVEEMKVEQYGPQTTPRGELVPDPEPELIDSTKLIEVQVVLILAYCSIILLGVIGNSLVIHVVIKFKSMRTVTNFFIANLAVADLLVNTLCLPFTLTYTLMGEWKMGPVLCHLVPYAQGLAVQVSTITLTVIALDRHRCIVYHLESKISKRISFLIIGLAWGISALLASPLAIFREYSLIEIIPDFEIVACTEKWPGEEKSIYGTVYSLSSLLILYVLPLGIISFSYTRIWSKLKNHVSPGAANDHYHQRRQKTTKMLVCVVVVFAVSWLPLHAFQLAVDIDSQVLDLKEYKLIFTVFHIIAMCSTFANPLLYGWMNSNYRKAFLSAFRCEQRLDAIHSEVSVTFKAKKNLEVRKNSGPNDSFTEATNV
The depositor's hits bear a star; ? = inconclusive; · = not tested or not shown.

Values in the order: Yeast lifespan up	HCT116 bCat-KO	E-sel TNF inh	Phagocyt inh	GALR2 blocker	MRP-1 activ	Measles CPE	BB579 growth dn	PTEN del growth	NPY Y2 blocker
N=c1sc2ccccc2n1-c1ccccc1
    0	99	-4	-1	-4	0.1	5	-41	96	4
O=C1NC2(CCCCCC2)N=C1c1ccc(F)cc1
    -12	88	6	·	-4	-2.9	3	-8	86	0
CCS(=O)(=O)CCSc1nc2ccccc2o1
    1	96	5	-1	8	-1.4	1	-17	87	3
Nc1nonc1C(=O)NCCNCc1c(OCc2ccccc2F)ccc2ccccc12
    -4	54	-13	-1	7	-3.9	4	-5	48	50*
COCCn1c(SCC(=O)Nc2nnc(C)s2)nnc1-c1c[nH]c2ccccc12
    -12	90	-21	0	0	-0.3	3	-44	87	1
COc1cc2c(=O)n(-c3ccc(C)cc3)c(=O)n(CC(=O)c3ccc4c(c3)OCO4)c2cc1OC
    -1	99	-5	-5	3	-0.3	8	-53	102	2
COc1ccc(C)cc1NC(=O)C1CC(=O)N(Cc2ccco2)C1 (stereo not given)
    -4	104	-5	-1	-3	-1.0	5	-9	102	2
O=C(Nc1nc(-c2ccncc2)cs1)c1ccco1
    -10	97	·	·	-4	-1.6	·	-58	85	-1
CCOc1ccc(C(=O)Nc2cc(C)on2)cc1
    -20	78	·	0	7	1.4	8	-59	84	3
O=C(Oc1ccc2ccccc2c1)c1ccco1
    -11	96	-8	0	11	-3.4	20	-54	97	6
O=C(Nc1nc2ccc(S(=O)(=O)N3CCCCC3)cc2s1)c1ccncc1
    -8	94	-12	4	-17	-1.1	9	-39	92	1
O=C(CSc1ccc2c(c1)OCCO2)NCc1ccco1
    -11	59	·	1	-7	-0.7	7	-19	58	2
COc1ccccc1NS(=O)(=O)N(C)C
    -14	92	9	0	-7	-0.2	6	6	83	-1
O=c1oc(-c2cc3ccccc3o2)nc2sc3c(c12)CCCC3
    -16	76	·	-2	6	3.2	7	-39	63	1
Cc1cccc(NC(=S)NCc2ccc3c(c2)OCO3)c1C
    -1	89	·	-7	9	-3.0	6	8	77	1
CCOC(=O)c1c(C)[nH]c(C(=O)OCC(=O)N2CCc3ccccc32)c1C
    -12	72	?	1	-19	-1.9	13	-39	81	1
CCOC(=O)C(C)Sc1nc(N)c(NC(=O)c2ccc(OC)c(OC)c2)c(=O)[nH]1 (stereo not given)
    -6	102	·	-2	15	-0.7	11	-64	100	1
Cc1cc2oc(=O)cc(CSc3nc(N)cc(N)n3)c2cc1C
    -9	106	-14	-1	-2	-0.5	8	-16	104	-3
CCCCOc1ccc(C(=O)NCC2(c3ccc(OC)cc3)CCOCC2)cc1
    13	86	·	-9	11	-0.6	17	-25	89	2
CCOC(=O)c1cnn(CCOC(=O)c2ccccc2F)c1NC(=O)c1ccccc1F
    3	87	4	-11	7	-0.8	6	-13	91	3
O=C(CCc1ccccc1)Nc1ccc(N2CCOCC2)c(Cl)c1
    ·	97	-1	·	14	3.3	7	-25	108	0
Cc1onc(COc2ccccc2O)c1Br
    -26	95	·	0	-3	-0.2	14	-45	89	-3
O=c1cc[nH]c2ccc(Cl)cc12
    -1	93	·	·	0	-0.9	3	-15	88	-1
COc1cc(/C=N/NC(=O)/C(=C\c2ccc3c(c2)OCO3)NC(=O)c2ccccc2)ccc1O
    0	92	·	1	12	0.9	20	-5	97	3
COc1ccc(C(=O)N2CCN(C3CCN(Cc4ccccc4)CC3)CC2)cc1OC
    -12	106	10	0	1	0.5	12	-84	108	2
COc1ccc2c(c1)SC1=NCCS(=O)(=O)N12
    -1	99	·	-1	2	-0.2	4	-52	101	1
C#CCSc1nnc(-c2c[nH]c3ccccc23)n1C
    1	92	-23	0	8	-3.0	2	-22	90	1
CCCOc1ccc(C(C)=O)cc1CC(C(N)=O)C(N)=O
    -8	104	-6	·	-7	-2.3	4	-19	99	4
Cc1ccc(C(=O)CSc2cc(C)nc(SCC(=O)c3ccccc3)n2)cc1
    -3	94	-11	-2	1	0.1	12	-24	102	11
CCN(CC)S(=O)(=O)c1ccc(C)c(NC(=O)COC(=O)CNC(=O)c2ccc(C(C)(C)C)cc2)c1
    0	94	·	·	1	1.0	3	-12	92	1

Of the compounds above, 7 contain an aryl thioether with sulfur outside any ring:
Values in the order: Yeast lifespan up	HCT116 bCat-KO	E-sel TNF inh	Phagocyt inh	GALR2 blocker	MRP-1 activ	Measles CPE	BB579 growth dn	PTEN del growth	NPY Y2 blocker
CCS(=O)(=O)CCSc1nc2ccccc2o1
    1	96	5	-1	8	-1.4	1	-17	87	3
COCCn1c(SCC(=O)Nc2nnc(C)s2)nnc1-c1c[nH]c2ccccc12
    -12	90	-21	0	0	-0.3	3	-44	87	1
O=C(CSc1ccc2c(c1)OCCO2)NCc1ccco1
    -11	59	·	1	-7	-0.7	7	-19	58	2
CCOC(=O)C(C)Sc1nc(N)c(NC(=O)c2ccc(OC)c(OC)c2)c(=O)[nH]1 (stereo not given)
    -6	102	·	-2	15	-0.7	11	-64	100	1
Cc1cc2oc(=O)cc(CSc3nc(N)cc(N)n3)c2cc1C
    -9	106	-14	-1	-2	-0.5	8	-16	104	-3
C#CCSc1nnc(-c2c[nH]c3ccccc23)n1C
    1	92	-23	0	8	-3.0	2	-22	90	1
Cc1ccc(C(=O)CSc2cc(C)nc(SCC(=O)c3ccccc3)n2)cc1
    -3	94	-11	-2	1	0.1	12	-24	102	11

Remaining list, next part
Values in the order: Yeast lifespan up	HCT116 bCat-KO	E-sel TNF inh	Phagocyt inh	GALR2 blocker	MRP-1 activ	Measles CPE	BB579 growth dn	PTEN del growth	NPY Y2 blocker
O=C(NCC1CCCC(CNC(=O)N2CCc3ccccc32)C1)N1CCc2ccccc21 (stereo not given)
    -1	36	10	-1	12	-5.0	7	-5	27	1
Cc1ccc(NC(=O)N2N=C(c3ccc(F)cc3)CC2c2ccc(F)cc2)cc1 (stereo not given)
    2	82	·	-1	3	2.6	8	-42	69	4
COC(=O)/C(C#N)=C/c1ccc(OC(=O)c2ccccn2)cc1
    11	80	10	0	18	-1.0	21	-20	93	2
C=CCOc1ccc(/C=N/NC(=O)C(C)Sc2ccccn2)cc1OCC (stereo not given)
    -3	99	17	-4	-2	-1.7	4	-15	103	5
N#CCCN1CCN(S(=O)(=O)c2ccc(S(=O)(=O)NC3CCCC3)cc2)CC1
    -5	93	·	0	1	-1.4	40*	-14	95	1
Cc1c(N2C(=O)c3ccccc3C2=O)c(=O)n(-c2ccccc2)n1C
    1	96	·	1	1	-1.5	2	13	85	-1
COc1ccc(-c2nc3ccccn3c2NCc2ccc3c(c2)OCO3)cc1
    ·	86	-7	·	3	-1.3	4	-16	90	4
CCOc1ccc2nc(N3CCCCCC3)sc2c1
    -22	56	·	·	-5	-2.1	6	-17	56	1
CCOC(=O)N1CCN(c2c(NCCCN3CCCCCC3)c(=O)c2=O)CC1
    0	97	-24	0	-13	-0.6	14	-11	107	-1
Cc1ccc(C)c(/C(O)=C2/C(=O)C(=O)N(CCN3CCOCC3)C2c2ccco2)c1 (stereo not given)
    -24	108	-7	·	-5	-0.9	6	-33	104	1

Next records
Compound | Yeast lifespan up | HCT116 bCat-KO | E-sel TNF inh | Phagocyt inh | GALR2 blocker | MRP-1 activ | Measles CPE | BB579 growth dn | PTEN del growth | NPY Y2 blocker
CN(C)C(=O)c1ccc(NC(=O)c2cccnc2)cc1 | -8 | 100 | 9 | · | -14 | -0.5 | 6 | -47 | 108 | 2
O=C(N/N=C/c1ccc2c(c1)OCO2)c1ccc2c(c1)OCCO2 | -1 | 54 | -13 | -1 | 13 | -4.2 | 3 | -52 | 47 | 3
C/C(CC1(O)C(=O)N(Cc2ccccc2)c2ccccc21)=N\O (stereo not given) | -9 | 91 | · | 0 | -6 | -1.8 | 12 | -15 | 95 | -2
O=C(CN1CCN(c2ncccn2)CC1)Nc1ccccc1-n1cccc1 | -10 | 79 | 22 | 1 | 5 | -1.5 | 13 | 13 | 88 | 7
CCOc1cc(C(=O)Nc2cc(C)ccn2)cc(OCC)c1OCC | -16 | 36 | -15 | 0 | 8 | -2.3 | 19 | 16 | 37 | -1
CC(=O)c1cccc(N(C(=O)CS(=O)CC(=O)Nc2ccc(F)cc2)C(C(=O)NC2CCCCC2)c2ccc(C)o2)c1 (stereo not given) | -6 | 51 | · | -8 | 6 | 1.6 | 19 | -12 | 62 | -2
CN(C(=O)COC(=O)c1sc2ccccc2c1Cl)C1CCCCC1 | 6 | 105 | -16 | 1 | -9 | 1.1 | 9 | -10 | 103 | 6
O=c1n(Cc2ccccc2)c2cc(Cl)cnc2n1Cc1ccccc1 | -12 | 94 | -7 | 1 | -22 | 1.6 | 3 | -3 | 89 | 2
CC(C)N(CCNC(=O)c1cn(C)c2ccc(S(=O)(=O)N(C)C)cc2c1=O)Cc1ccccc1 | -2 | 87 | · | 0 | 4 | -1.6 | 5 | -7 | 106 | 2
CCOc1ccc(-c2nnc(-c3ccco3)o2)cc1OCC | -17 | 101 | -10 | -2 | -19 | 0.9 | 6 | 15 | 92 | 1
CCN1C(=O)C2C(c3ccc(O)c(OC)c3)NC(C)(C(=O)OC)C2C1=O (stereo not given) | -26 | 84 | -11 | · | 2 | -1.9 | 10 | -28 | 89 | -1
COc1cc(C(=O)OCC(=O)Nc2cc(C)on2)cc(OC)c1OC | -3 | 82 | -15 | · | -5 | -1.3 | 8 | -28 | 84 | 1
CCC(C)(C)NC(=O)C(c1ccccc1F)N(Cc1ccco1)C(=O)Cn1nnc2ccccc21 (stereo not given) | -17 | 88 | 30 | -1 | 1 | -2.5 | 5 | -8 | 74 | 73*
COc1ccccc1-n1c2c(cc(C(=O)N3CCC(C)CC3)c1=O)C(=O)CC(C)(C)C2 | 6 | 93 | -6 | 1 | 2 | -2.5 | 25 | -19 | 90 | 1
Cc1ccc(S(=O)(=O)c2nnn3c2nc(Nc2cccc(C)c2)c2ccccc23)cc1 | 2 | 95 | · | 7 | -4 | -2.8 | 5 | -23 | 104 | 0
COC(=O)c1cc(Br)c(=O)n(Cc2ccco2)c1 | -12 | 78 | · | 0 | -5 | -0.6 | 37* | -12 | 91 | 2
C=CCSc1nc(N)c(C(=O)Nc2ccccc2OC)cc1C(=O)Nc1ccccc1 | -3 | 95 | 15 | 0 | 5 | -2.3 | 9 | -57 | 77 | 9
CN(C)CCN(Cc1cccs1)c1ccccn1 | 4 | 103 | · | · | 1 | -0.8 | 29 | -28 | 96 | 2
